IP6K1 inh = IP6K1 kinase inhibition; activity change, % (series mostly up to about 58 µM); hit rate 0.81% among 140,000; AID 1645851; IP6K1 kinase, ADP-Glo luminescence, 2 h; stronger effect = lower value; Q92551; in the data active means activity change below about -25%
Target sequence (Q92551 whole entry, looked up): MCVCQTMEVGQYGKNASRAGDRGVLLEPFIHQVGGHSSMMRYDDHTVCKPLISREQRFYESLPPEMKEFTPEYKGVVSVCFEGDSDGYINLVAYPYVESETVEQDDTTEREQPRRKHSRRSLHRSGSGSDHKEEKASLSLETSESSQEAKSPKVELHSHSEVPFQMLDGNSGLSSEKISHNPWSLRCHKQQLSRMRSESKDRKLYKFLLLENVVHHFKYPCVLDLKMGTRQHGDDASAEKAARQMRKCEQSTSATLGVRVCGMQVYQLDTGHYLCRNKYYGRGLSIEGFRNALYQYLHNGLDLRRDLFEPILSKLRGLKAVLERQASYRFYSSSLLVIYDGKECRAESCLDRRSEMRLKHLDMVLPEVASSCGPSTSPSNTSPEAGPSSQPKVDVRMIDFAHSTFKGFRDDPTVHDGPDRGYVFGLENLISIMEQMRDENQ
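ADP-Glo luminescence measures ADP made by human IP6K1 during a 2 h RT reaction with ATP/IP6 (mix at 1.3 mM/130 uM); top library doses 57.5 and 19.1 uM final.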
HEK293 tox = cytotoxic compounds in HEK 293 cells. Potency, µM (series often up to 115 µM), without a hit: at the top dose activity change, negative = cytotoxicity, usual class: inhibitors. HEK 293 viability, ATP luminescence (CellTiter-Glo), 48-72 h. hit rate 6.6% among 94,000; further: potency means the concentration at half of the fitted maximal effect; nearly all actives have a fitted effect of over 60% in size
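Cytotoxicity was scored by loss of ATP-coupled luminescence (CellTiter-Glo) in HEK 293 cells. Compound treatment ran 48 or 72 hr at 37 degree Celsius, 5% CO2, 95% humidity.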
HEK293 viab = counter-screen for SNCA expression inhibitors: cell viability | Potency, µM (series often up to 57.1 µM), without a hit: top-dose activity change, negative = cytotoxicity, hits mostly cytotoxic | HEK-293-SNCA-luc viability, GF-AFC fluorescence, 24 h | AID 1671193 | hit rate 0.12% among 150,000;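 further: potency means the concentration at half of the fitted maximal effect; 0% = DMSO-treated cells and -100% = medium-only wells without cells; nearly all actives have a fitted effect of over 30% in size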
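Cytotoxicity counterscreen: after 24 h compound treatment of genome-edited SNCA-luciferase HEK-293 cells, live-cell protease substrate GF-AFC read by fluorescence after 30 min; activity scaled between DMSO (0%) and medium-only (-100%), curves Hill-fitted.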
GPT2 inh = inhibitors of human GPT2 alanine aminotransferase | Recombinant GPT2, coupled pyruvate oxidase/HRP Amplex Red fluorescence | Potency, µM (highest dose often 57.7 µM), without a hit: top-dose activity change, negative = inhibition, usual class: inhibitors | hit rate 0.25% among 100,000; further: potency means the concentration at half of the fitted maximal effect; nearly all actives have a fitted effect of over 60% in size; many of its hits are not listed in these tables
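Recombinant GPT2 (10ng/uL) with 250uM a-KG and 2mM L-alanine, 30 min at room temperature, in HEPES pH 7.5 buffer. Pyruvate detected by pyruvate oxidase/HRP/Amplex Red fluorescence after 30 min in the dark; AOA (50uM) as positive control.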
NIH3T3 tox = NIH 3T3 cell cytotoxicity; NIH 3T3 viability, CellTiter-Glo ATP luminescence, 48-72 h; Potency, µM (titrated, usually from 96.7 µM), for inactives: at the highest dose activity change, negative = cytotoxicity, actives largely listed as inhibitors; hit rate 4.3% among 94,000; further: potency means the concentration at half of the fitted maximal effect; nearly all actives have a fitted effect of over 55% in size
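First NIH 3T3 cells are plated at 400 cells/well; next compound is pinned in; then plates incubate 48 or 72 hr at 37 °C; finally CellTiter-Glo is added and luminescence read after 10 min.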
FLuc inh = Photinus pyralis luciferase inhibition | Potency, µM (series often up to 115 µM), for inactives: at the top dose activity change, negative = inhibition, most hits filed as inhibitors | purified P. pyralis luciferase, luminescence, biochemical | hit rate 2.5% among 76,000; further: potency means the concentration at half of the fitted maximal effect; nearly all actives have a fitted effect of over 65% in size
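Purified P. pyralis luciferase (10nM final) in 50mM Tris acetate pH 7.5, 10mM Mg acetate, 0.01% Tween-20, 0.05% BSA with 10uM D-luciferin and 10uM ATP. Compounds titrated qHTS. Luminescence imaged on CCD.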
SNCA expr inh = inhibitors of alpha-synuclein (SNCA) gene expression | HEK-293 SNCA-luciferase knock-in, luminescence, 24 h | Potency, µM (titrated, usually from 57.2 µM), inactives show top-dose activity change, negative = inhibition, most hits filed as inhibitors | hit rate 0.17% among 140,000 | AID 1671194;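 further: potency means the concentration at half of the fitted maximal effect; plate controls were DMSO cells for no effect and cell-free wells for full effect; nearly all actives have a fitted effect of over 45% in size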
* marks the source's active call; other numbers are inactive results; i = inactive; u = inconclusive; x = not tested or not shown; [ ] = another dose, or the depositor's remark. Unless noted, the call rests on the fitted dose curve; in most records, active means well fitted curve in the direction sought with a large enough effect; inconclusive means small, poorly fitted or top-dose-only effect, or another doubt; inactive means no such curve, though single readings can be large; an effect the other way counts as inactive or inconclusive. Unless noted, on the % scale 0 is the no-effect control and ±100 the full control effect. Some of the compounds tested, so the mix of outcomes need not match the whole.

Sample of the layout (two entries):
Each structure is followed by: IP6K1 inh	HEK293 tox	HEK293 viab	GPT2 inh	NIH3T3 tox	FLuc inh	SNCA expr inh
COc1ccc(NC(=O)N[C@H]2CO[C@H]3[C@@H]2OC[C@@H]3n2nnnc2Oc2ccccc2)cc1
→ -11.3	u	-0.7%[87.6 µM]	-44.5%[88.5 µM]	u	-29.4%[172 µM]	1.3%[87.6 µM]
CCCCOc1ccc(CNC(=O)c2ccc(NC(=O)N3CCSc4ncccc43)cc2)cc1
→ 23.3	x	1.2%	x	x	x	12.6%

The whole of this part, repeating the preview:
Each structure is followed by: IP6K1 inh	HEK293 tox	HEK293 viab	GPT2 inh	NIH3T3 tox	FLuc inh	SNCA expr inh
COc1ccc(NC(=O)N[C@H]2CO[C@H]3[C@@H]2OC[C@@H]3n2nnnc2Oc2ccccc2)cc1
→ -11.3	u	-0.7%[87.6 µM]	-44.5%[88.5 µM]	u	-29.4%[172 µM]	1.3%[87.6 µM]
CCCCOc1ccc(CNC(=O)c2ccc(NC(=O)N3CCSc4ncccc43)cc2)cc1
→ 23.3	x	1.2%	x	x	x	12.6%
CSc1cccc(NC(=O)CN2C(=O)NC3(CCC(C)CC3)C2=O)c1 (stereo not given)
→ -8.2	u	-14.1%	i	u	0.0%	6.0%
COc1cccc(N2C(=O)NC(=NC3CCCC3)C23CCCN([S+](=O)([O-])c2cccc(C(F)(F)F)c2)C3)c1 (stereo not given)
→ -15.6	u	-3.7%	-1.8%	u	x	-16.0%
COc1cccc(C(=O)N2CCN(c3cc(-c4ccccc4)[nH]n3)CC2)c1OC
→ -14.6	u	2.2%	i	u	6.6%	3.5%
COc1ccc(C2CC(=O)N(Cc3cccc(F)c3)c3ccccc3S2)cc1 (stereo not given)
→ -13.7	x	-9.3%	x	x	x	u
Cc1ncsc1-c1nc(CC2CCN(C)CC2)nn1Cc1ccccc1
→ 12.8	-24.5%	7.1%	2.3%	-14.3%	-6.0%	14.7%
O=C(O)CCC1CCN(S(=O)(=O)c2ccccc2)CC1
→ 3.2	0.7%	2.9%	1.8%	i	5.2%	-17.6%
CN(Cc1cnn(C)c1)Cc1ccccc1OCC(O)CN1CCCCC1 (stereo not given)
→ 10.8	-30.0%	-16.3%	i	-25.6%	4.5%	2.6%
CN1CC(=O)N(C2CCCNC2)Cc2c1ncnc2N1CCN(c2ncccn2)CC1 (stereo not given)
→ -5.1	i	1.7%	-16.6%	4.2%	x	-0.8%
CC(C)c1ccc(CC(=O)N2CCCc3ncc(C(=O)NCC4CCCO4)cc32)cc1 (stereo not given)
→ 12.5	u	-6.8%[87.6 µM]	-17.5%[88.5 µM]	u	-7.1%[172 µM]	-3.1%[87.6 µM]
Cc1nnc2ccc(N3CCC(NC(=O)c4ccccc4Cl)CC3)nn12
→ -13.9	-0.1%	x	x	-15.8%	x	x
CC(C(=O)N1CCOc2ccc(CCC(=O)NCC3CC3)cc2C1)c1ccccc1 (stereo not given)
→ -18.1	u	6.9%	-5.3%	-10.7%	x	7.6%
COc1c(Cl)cc(C(=O)Nc2cc(-c3nc4ccccc4[nH]3)ccc2C)cc1Cl
→ -3.5	x	-17.0%	x	x	x	u
Cc1noc(C)c1CN[C@@H]1C[C@H](CO)[C@@H](O)[C@H]1O
→ 6.5	-4.8%[230 µM]	6.8%[87.6 µM]	3.2%[88.5 µM]	-11.2%[174 µM]	-1.2%[230 µM]	u
COc1cccc(NC(=O)CN(C)S(=O)(=O)c2cccs2)c1
→ -16.1	x	8.5%	x	x	x	39.5%[activator]
Cc1ccc(S(=O)(=O)c2nnn3c2nc(NCc2cccs2)c2sccc23)cc1
→ 4.0	x	3.3%	x	x	x	34.8%[activator]

A draw from above in order of molecular weight, lowest first:
Each structure is followed by: IP6K1 inh	HEK293 tox	HEK293 viab	GPT2 inh	NIH3T3 tox	FLuc inh	SNCA expr inh
COc1cccc(NC(=O)CN(C)S(=O)(=O)c2cccs2)c1
→ -16.1	x	8.5%	x	x	x	39.5%[activator]
COc1cccc(C(=O)N2CCN(c3cc(-c4ccccc4)[nH]n3)CC2)c1OC
→ -14.6	u	2.2%	i	u	6.6%	3.5%
COc1c(Cl)cc(C(=O)Nc2cc(-c3nc4ccccc4[nH]3)ccc2C)cc1Cl
→ -3.5	x	-17.0%	x	x	x	u

Individual results from the entries so far:
Reading of `COc1cccc(C(=O)N2CCN(c3cc(-c4ccccc4)[nH]n3)CC2)c1OC` in SNCA expr inh: 3.5%
Reading of `COc1ccc(C2CC(=O)N(Cc3cccc(F)c3)c3ccccc3S2)cc1` (stereo not given) in HEK293 viab: -9.3%

Bioassay records deposited in PubChem BioAssay by National Center for Advancing Translational Sciences (NCATS).
